ALOX12 inh = Primary qHTS assay for inhibitors of human arachidonate 12S-lipoxygenase (ALOX12): Round 2; purified 12hLO, xylenol orange hydroperoxide absorbance; Potency, µM (highest dose often 108 µM), for inactives: at the top dose activity change, negative = inhibition, hits mostly inhibitors; hit rate 1.1% among 580,000; active means well fitted inhibition curve with a large enough effect; inconclusive means small, poorly fitted or top-dose-only effect, or another doubt; inactive means no such curve, though single readings can be large or run the other way; further: potency means the concentration at half of the fitted maximal effect
Target sequence (P18054 whole entry, looked up): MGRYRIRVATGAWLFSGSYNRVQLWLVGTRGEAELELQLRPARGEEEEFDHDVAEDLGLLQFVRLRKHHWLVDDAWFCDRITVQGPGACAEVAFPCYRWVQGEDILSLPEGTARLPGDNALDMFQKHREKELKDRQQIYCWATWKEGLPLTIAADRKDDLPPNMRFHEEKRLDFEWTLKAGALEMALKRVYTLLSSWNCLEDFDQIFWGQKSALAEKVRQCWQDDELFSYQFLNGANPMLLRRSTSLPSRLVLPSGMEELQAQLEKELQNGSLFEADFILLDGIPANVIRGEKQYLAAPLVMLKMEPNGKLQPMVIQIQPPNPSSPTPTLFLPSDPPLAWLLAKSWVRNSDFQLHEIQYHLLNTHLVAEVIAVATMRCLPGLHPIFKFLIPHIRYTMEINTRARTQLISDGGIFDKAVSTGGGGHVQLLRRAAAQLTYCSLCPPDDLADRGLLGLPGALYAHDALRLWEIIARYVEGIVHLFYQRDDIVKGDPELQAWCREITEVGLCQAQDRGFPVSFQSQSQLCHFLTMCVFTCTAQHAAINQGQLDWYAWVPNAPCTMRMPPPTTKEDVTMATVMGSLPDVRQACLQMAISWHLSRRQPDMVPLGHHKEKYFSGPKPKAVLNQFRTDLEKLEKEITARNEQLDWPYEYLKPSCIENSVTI
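Purified human 12hLO (150 nM final) in 25 mM Hepes, 0.01% Triton X-100, pH 7.0 was preincubated 15 min at room temperature with compound. Then 40 uM arachidonic acid was added, 30 min. Hydroperoxide was read by Fe-XO absorbance ratio 573/405 nm.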
LDHA block = qHTS assay for inhibitors of human lactate dehydrogenase | hit rate 0.15% among 480,000 | purified LDHA, NADH/diaphorase-resazurin fluorescence; stronger effect = lower value | L-lactate dehydrogenase A chain (Homo sapiens), P00338 | activity change, % (values are at about 110 or 230 µM); in the data active means activity change below about -30%; inconclusive means mostly about -25% to -30%;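 further: plate controls were DMSO wells for no effect and wells without enzyme for full effect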
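Resorufin fluorescence (ex540/em590), read at 0 and 20 min after diaphorase/resazurin addition, reports the NADH left after a 5 min room-temperature reaction of 2 nM human LDH5 with 0.06 mM NADH and 0.2 mM pyruvate.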
The depositor's hits bear a star; [ ] = dose if it differs, or a comment. Unless noted, on the % scale 0 is the no-effect control and ±100 the full control effect. These rows are one share of the data, so the mix of outcomes need not match the whole.

How did COCCNc1nc2c(c(=O)[nH]c(=O)n2C)n1CCC(C)C do in these assays?
ALOX12 inh: 14%; LDHA block: 16

What do the screens show for `O=C(COC(=O)c1cc2ccccc2oc1=O)NCC1CCCCC1`?
ALOX12 inh: 9%; LDHA block: -24

What do the screens show for `COc1ccc(-c2c(C)nn3c2NC(=O)CCC3=O)cc1S(=O)(=O)Nc1ccccc1F`?
ALOX12 inh: inconclusive; LDHA block: -4

Results for CCCS(=O)(=O)NC(=O)C1(C)CCCN(C(=O)COc2ccccc2)C1 (stereo unspecified) ?
ALOX12 inh: 13%; LDHA block: -9

What do the screens show for `OCC[C@@H]1C[C@H](O)[C@@H](O)[C@@]2(OCc3ccc(CO)cc32)O1`?
ALOX12 inh: -24%; LDHA block: -6

How did CCCSc1nc2c(c(=O)n(C)c(=O)n2C)n1Cc1cccc2ccccc12 do in these assays?
ALOX12 inh: inconclusive; LDHA block: -4

Results for COc1cc(C(O)c2nc(-c3cc(F)cc(F)c3)cs2)ccc1F (stereo unspecified) ?
ALOX12 inh: 1%; LDHA block: -1

What do the screens show for `Cc1ccc(CN2C(=O)C(F)(F)Oc3ccc(C)cc32)cc1`?
ALOX12 inh: -3%; LDHA block: -3

What do the screens show for `COCCCNC(=O)C[C@@H]1C[C@@]2(C(=O)OC)CCCCC=C2N(Cc2ccco2)C1=O`?
ALOX12 inh: inconclusive; LDHA block: 0

How did Cc1ccc(C(=O)C2CCN(c3nccc(C(F)(F)F)n3)CC2)c(C)c1 do in these assays?
ALOX12 inh: 28%; LDHA block: 10

Results for COc1ccc(C)cc1NC(=O)/C=C/c1ccc2ccccc2n1 ?
ALOX12 inh: inconclusive; LDHA block: 0

How did Clc1ccc(N=Cc2ccc(C=Nc3ccc(Cl)cc3)cc2)cc1 do in these assays?
ALOX12 inh: 3%; LDHA block: 10

How did COC(C)CC(=O)NCc1cccc(C#N)c1 (stereo unspecified) do in these assays?
ALOX12 inh: -36%; LDHA block: 7

How did CC12CC3(C)CC(N)(C1)CC(C(=O)O)(C2)C3 do in these assays?
ALOX12 inh: -13%; LDHA block: -1

Results for O=C(N/N=C\c1cc(Br)cs1)c1ccc(Cl)cc1 ?
ALOX12 inh: 12%; LDHA block: -1

How did CCOc1ccc(CNC(=O)c2noc(C)c2Cn2nc(C)cc2C)cc1 do in these assays?
ALOX12 inh: -4%; LDHA block: 0

What do the screens show for `COC(=O)c1ccccc1OS(=O)(=O)c1ccc2c(c1)CCCC2`?
ALOX12 inh: inconclusive; LDHA block: 5

How did Cc1cc(C)cc(-n2nnnc2SCC(=O)N(C)c2ccccc2C(=O)NCc2ccco2)c1 do in these assays?
ALOX12 inh: 10%; LDHA block: 0

How did COc1ccc(C2=Nc3ccccc3N(C(=O)c3cccnc3)C2C(=O)NC(C)(C)C)cc1 (stereo unspecified) do in these assays?
ALOX12 inh: -29%; LDHA block: -5

How did CCOc1ccc2cc(C(=O)O)[nH]c2c1 do in these assays?
ALOX12 inh: -3%; LDHA block: 5

Results for Cc1cccc(N2C(=O)c3ccccc3NC2c2cnc3ccccc3n2)c1 (stereo unspecified) ?
ALOX12 inh: -20%; LDHA block: 2

Results for COc1cc(OC)c(OC)cc1CNC(=O)c1nn(Cc2ccccc2)c(=O)c2ccccc12 ?
ALOX12 inh: 9%; LDHA block: 7

How did O=C1NC[C@@H](CCCCN2CCN(Cc3ccccc3)C(=O)C2=O)N(CCC2CCCCC2)C1=O do in these assays?
ALOX12 inh: 5%; LDHA block: 0

What do the screens show for `Cc1ccccc1OCCN(C)C(=O)c1cc2ccccc2[nH]1`?
ALOX12 inh: 0%; LDHA block: 0

What do the screens show for `CCOc1ccc(S(=O)(=O)Nc2ccc(N3CCNCC3)c(C(=O)NCC(C)C)c2)cc1`?
ALOX12 inh: inconclusive; LDHA block: -1

What do the screens show for `CCC(C)C(NC(=O)c1ccc(C(F)(F)F)cc1)C(=O)O` (stereo unspecified)?
ALOX12 inh: -1%; LDHA block: 4

Results for CCc1ccc2[nH]c(C(=O)O)cc2c1 ?
ALOX12 inh: -13%; LDHA block: 7

How did CN(C)c1cc(C(=O)NC(C2CC2)C2CC2)ccn1 do in these assays?
ALOX12 inh: 13%; LDHA block: -3

What do the screens show for `CCOc1ccccc1NC(=O)c1ccc2ccccc2n1`?
ALOX12 inh: inconclusive; LDHA block: 6

What do the screens show for `CSc1cccc(NC(=O)c2ccc(NC(=O)N3CCSc4nc(C)cc(C)c43)cc2)c1`?
ALOX12 inh: inconclusive; LDHA block: 0

What do the screens show for `O=C(CCSc1ccc(Cl)cc1)Nc1ccc(CSc2ccccc2)cc1`?
ALOX12 inh: inconclusive; LDHA block: 5

What do the screens show for `Cc1[nH]c2ccccc2c1C(=O)C(C)Sc1nnc(CCC(N)=O)n1CC(C)C` (stereo unspecified)?
ALOX12 inh: -4%; LDHA block: 1

What do the screens show for `O=C(COC(=O)Cn1cnc2ccccc21)Nc1ccc(Cl)c(C(F)(F)F)c1`?
ALOX12 inh: -6%; LDHA block: 3

How did O=C(NCCc1nc(-c2ccccc2)no1)c1cc(=O)c2cc(Cl)ccc2o1 do in these assays?
ALOX12 inh: 37%; LDHA block: 0

Results for CC(C)(O)C#Cc1ccc(C(=O)NCC(c2ccccc2)c2ccccc2)cc1 ?
ALOX12 inh: 10%; LDHA block: -1

What do the screens show for `Cc1cccn2c(=O)c3cc(C(=O)N4CCOCC4)sc3nc12`?
ALOX12 inh: -13%; LDHA block: 3

Results for Clc1cccc(NN=C2c3ccccc3-c3ccccc32)c1 ?
ALOX12 inh: inconclusive; LDHA block: 5

Results for CN(C)CCNc1ncnc2c1ncn2[C@H]1CN(C)C[C@@H](CO)O1 ?
ALOX12 inh: -4%; LDHA block: -2

Results for CC(C)CC(N)c1csc(NC(=O)Nc2ccccc2-c2ccccc2)n1 (stereo unspecified) ?
ALOX12 inh: inconclusive; LDHA block: -13

How did CC(C)(C)c1ccc(CNCCC(=O)O)cc1 do in these assays?
ALOX12 inh: inconclusive; LDHA block: 4

What do the screens show for `Cc1cc(C(=O)NCCc2ccccc2)c2ccccc2n1`?
ALOX12 inh: -11%; LDHA block: -2

Results for COC(=O)Oc1ccc2c(=O)c(Oc3ccc(-c4ccccc4)cc3)coc2c1 ?
ALOX12 inh: inconclusive; LDHA block: 2

Results for CC(C)(C)c1ccc(C(=O)NN=C2CCCCC2)cc1 ?
ALOX12 inh: 49%[activator]; LDHA block: 6

What do the screens show for `CCCOc1ccc(C(=O)Cc2ccccc2)cc1`?
ALOX12 inh: 12%; LDHA block: 0

How did COc1cccc2cc(-c3nnc(SCC(=O)Nc4ccc5ccccc5c4)n3N)oc12 do in these assays?
ALOX12 inh: -18%; LDHA block: 12

Results for Cn1c(=O)c2c(ncn2CC(O)COc2ccc(C#N)cc2)n(C)c1=O (stereo unspecified) ?
ALOX12 inh: -20%; LDHA block: 0

Results for COc1cc(-c2coc3c(C(=O)NCc4ccccc4)cccc23)ccc1O ?
ALOX12 inh: -22%; LDHA block: -6

How did Cc1[nH]c2ccccc2c1C(=O)C(=O)Nc1ccc(Oc2ccccc2)cc1 do in these assays?
ALOX12 inh: inconclusive; LDHA block: -1

How did Cc1cccc(Cn2c(SCC(N)=O)nc3c2c(=O)n(C)c(=O)n3C)c1 do in these assays?
ALOX12 inh: 8%; LDHA block: 1

How did CC1(C(=O)NCc2ccccn2)CCN1C(=O)Cc1ccc(Cl)cc1Cl (stereo unspecified) do in these assays?
ALOX12 inh: -25%; LDHA block: -10

What do the screens show for `COc1cc(CC(=O)Nc2ccc3c(c2)NC(=O)C(C)O3)cc(OC)c1OC` (stereo unspecified)?
ALOX12 inh: 3%; LDHA block: -2

What do the screens show for `CC12CC3(C)CC(CN)(C1)CC(CCN)(C2)C3`?
ALOX12 inh: -21%; LDHA block: 0

How did COC(=O)[C@H](CC(C)C)NC(=O)N1CCc2[nH]cnc2C1c1ccc(OC)cc1F (stereo partly specified) do in these assays?
ALOX12 inh: 47%[activator]; LDHA block: -8

What do the screens show for `O=C(CC1(O)C(=O)N(C/C=C/c2ccccc2)c2ccccc21)c1ccc2c(c1)OCO2` (stereo unspecified)?
ALOX12 inh: -7%; LDHA block: 11

What do the screens show for `COc1ccc(CCN2C(=O)COc3ccccc3C2C(=O)Nc2c(C)cccc2C)cc1OC` (stereo unspecified)?
ALOX12 inh: -7%; LDHA block: -4

What do the screens show for `CC(C)C[C@H]1CNC(=O)C(=O)N1C[C@H]1CCCN1C[C@H](CC(C)C)N1C[C@H](Cc2ccccc2)N(CCc2ccccc2)C(=O)C1=O`?
ALOX12 inh: inconclusive; LDHA block: -1

What do the screens show for `O=C(CC1CCCCC1)Nc1cccc2c1CCCC2`?
ALOX12 inh: -4%; LDHA block: 10

How did N#Cc1cccc(NC(=O)NCc2ccccn2)c1 do in these assays?
ALOX12 inh: 23%; LDHA block: 1

Results for NC(Cc1ccccc1)c1csc(NC(=O)Nc2ccccc2Oc2ccccc2)n1 (stereo unspecified) ?
ALOX12 inh: inconclusive; LDHA block: -20

Results for N#Cc1cccc(NC(=O)c2ccc3c(c2)NC(=O)CS3)c1 ?
ALOX12 inh: inconclusive; LDHA block: 5

Reprinted at random: four compounds from above
How did CC12CC3(C)CC(N)(C1)CC(C(=O)O)(C2)C3 do in these assays?
ALOX12 inh: -13%; LDHA block: -1

What do the screens show for `Cc1cccn2c(=O)c3cc(C(=O)N4CCOCC4)sc3nc12`?
ALOX12 inh: -13%; LDHA block: 3

What do the screens show for `Cc1ccccc1OCCN(C)C(=O)c1cc2ccccc2[nH]1`?
ALOX12 inh: 0%; LDHA block: 0

What do the screens show for `COc1cc(CC(=O)Nc2ccc3c(c2)NC(=O)C(C)O3)cc(OC)c1OC` (stereo unspecified)?
ALOX12 inh: 3%; LDHA block: -2

Three entries from above, arranged by molecular weight, falling:
Results for NC(Cc1ccccc1)c1csc(NC(=O)Nc2ccccc2Oc2ccccc2)n1 (stereo unspecified) ?
ALOX12 inh: inconclusive; LDHA block: -20

What do the screens show for `COc1cc(CC(=O)Nc2ccc3c(c2)NC(=O)C(C)O3)cc(OC)c1OC` (stereo unspecified)?
ALOX12 inh: 3%; LDHA block: -2

How did N#Cc1cccc(NC(=O)NCc2ccccn2)c1 do in these assays?
ALOX12 inh: 23%; LDHA block: 1

More structures
What do the screens show for `CCOc1ccc(S(=O)(=O)N2CCCC2c2ccc(F)cc2)cc1` (stereo unspecified)?
ALOX12 inh: 2%; LDHA block: 43

How did O=C(Nc1cccc(I)c1)c1ccc2c3c(cccc13)CC2 do in these assays?
ALOX12 inh: -21%; LDHA block: 1

Results for CCCCCCS(=O)(=O)CCO ?
ALOX12 inh: 40%[activator]; LDHA block: 6

How did CCSc1ncc2c(=O)n(CC(=O)Nc3ccc(Br)cc3)cnc2n1 do in these assays?
ALOX12 inh: -33%; LDHA block: 2

How did COc1ccc(OC)c(NC(=O)Nc2nnc(N(C)C3CCCCC3)s2)c1 do in these assays?
ALOX12 inh: 55%[activator]; LDHA block: -1

What do the screens show for `Cc1ccc(Cl)cc1-n1ncc2c(Nc3cccc4c3CCCC4)ncnc21`?
ALOX12 inh: 31%[activator]; LDHA block: 24

How did Cc1ccc(C(=O)Nc2c(-c3ccc(Cl)cc3)[nH][nH]c2=O)cc1 do in these assays?
ALOX12 inh: -76%; LDHA block: 5

How did CC(C)Nc1nc(-c2ccc3c(c2)CCC(=O)N3)cs1 do in these assays?
ALOX12 inh: inconclusive; LDHA block: -5

How did CCOC(=O)C1=CCN(S(=O)(=O)c2cccc(Cl)c2)C1c1ccc(C)cc1 (stereo unspecified) do in these assays?
ALOX12 inh: -13%; LDHA block: -8

Results for c1cc(OCc2nc(-c3cccs3)no2)cc(-n2cnnn2)c1 ?
ALOX12 inh: -11%; LDHA block: 5

Results for O=C1NC[C@H](Cc2ccc(O)cc2)N(C[C@@H]2CCCN2C[C@H](Cc2ccc(O)cc2)N2C[C@H](Cc3ccccc3)N(CC3CCCCC3)C(=O)C2=O)C1=O ?
ALOX12 inh: inconclusive; LDHA block: 0

What do the screens show for `CCN(CC)C(=O)/C(=C/c1cn(S(=O)(=O)N(C)C)c2ccccc12)NC(=O)c1ccccc1OC`?
ALOX12 inh: -19%; LDHA block: 2

Results for COc1ccc(CCn2c(CCCOc3ccc(Cl)cc3Cl)n[nH]c2=S)cc1OC ?
ALOX12 inh: inconclusive; LDHA block: -5

Results for CCS(=O)(=O)CC(=O)O ?
ALOX12 inh: inconclusive; LDHA block: -1
